GSIS activator = primary screen for activators of insulin secretion dependent on glucose, INS-1E cells, GLuc reporter luminescence | INS-1E GLuc reporter insulin secretion, 2-3 h | activation, % at 16.6 µM | 0.61% of 370,000 active | AID 743287;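 active = lowest replicate activation of at least 40%, so every replicate reaches that level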;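 also: 0% = median of neutral control wells and 100% = median of IBMX positive control wells; some compounds called inactive have numbers as strong as hits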
FN deposit inh = fibronectin deposition inhibition; AH1F fibroblasts, Alexa488-fibronectin deposition fluorescence, overnight; inhibition, % at 12.6 µM; 0.086% of 350,000 active; AID 743247;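 active = mean inhibition across replicates of 30% or more, regardless of how many single replicates reach that level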;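 also: positive control wells lacked labelled fibronectin entirely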
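Material – AH1F fibroblast monolayer, labelled fibronectin deposition · Reagent – labelled fibronectin 24 nM · Timing – 1 h adhesion, overnight exposure · Measured by – fluorescence at 485 nm excitation, 525 nm emission · Read-out – inhibition of fibronectin deposition signal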
PAX8 inh HTS = lowers PAX8-driven luciferase in RMG-I cells; inhibition, % at 12.6 µM; 1.2% of 360,000 active; RMG-I TPO-luciferase reporter, SteadyGlo, 24 h;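 active = mean replicate inhibition at least 60% with every replicate also reaching 60%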;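 also: luciferase light reporting Pax8 driven TPO promoter activity; plate controls were median of neutral control wells for no effect and mitoxantrone controls for full effect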
miR-122 sensor = inhibitors of miR-122 in Huh7 cells; Huh7 miR-122 Renilla luciferase sensor, 48 h; neutral wells = 0, positive control = 100; activation (reporter increase), % at 12.5 µM; 0.3% of 340,000 active; AID 602342;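 active = mean replicate activation score at least 90 and every replicate individually at or above 90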;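 also: higher luciferase means less miR-122 activity so hits act as miR-122 inhibitors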
The depositor's hits bear a star.

CC1CC2(O)c3no[n+]([O-])c3CCC2N1O (configuration not stated) was read as miR-122 sensor -5.4.
For CN1CCC(N(C)c2nc(-c3ccc([N+](=O)[O-])cc3)nc3ccccc23)CC1 the results were miR-122 sensor -25.1.
For CCCCP(=O)(O)CCC(=O)O the results were miR-122 sensor -3.7.
Screening Cc1cccc(N2C(=O)NC(=O)C3(Cc4cc(C)ccc4N(C)C3)C2=O)c1 (configuration not stated) returned miR-122 sensor 15.1.
Screening COCCOC(=O)c1c(N)n(Cc2ccc(OC)cc2)c2nc3ccccc3nc12 returned miR-122 sensor 0.1.
`CCN(CC)CCCN=Cc1c(O)n(-c2ccccc2F)c(=O)[nH]c1=O` gave miR-122 sensor 1.3.
Screening C[N+]12CCC(CC1)C(C#N)(N1CCOCC1)C2 (configuration not stated) returned FN deposit inh 8.3.
O=C1CN=C(c2ccccc2)c2oc3ccc(Br)cc3c2N1 was read as FN deposit inh 0.3.
For NCCc1c[nH]c2ccc(F)cc12 the results were FN deposit inh -6.4.
Screening CSC1=NP(=S)(SC)N2CCCC2=C1C#N (configuration not stated) returned FN deposit inh -13.5.
O=C(Nc1cccc(Cl)c1)c1c(O)c2c(n(Cc3ccco3)c1=O)CCCC2 was read as FN deposit inh 6.9.
CNC(=O)Oc1ccc(-c2cn3cc(Cl)ccc3n2)cc1 was read as GSIS activator -15.2.
For NC(=O)CN1CC(c2ccccc2)CC1=O (configuration not stated) the results were GSIS activator 19.0.
`c1ccc(C2OCCN3CCCCC23)cc1` (configuration not stated) gave GSIS activator 49.9.
For CSC(=Nc1ccccc1)c1c(O)n(C)c(=O)n(C)c1=O the results were GSIS activator 1.1.
`CC(C)NC(C)C(=O)C12CC3CC(CC(C3)C1)C2` (configuration not stated) gave GSIS activator 8.8.
O=C(c1cccn2c(=O)c3ccccc3nc12)N1CCC2(CC1)OCCO2 was read as GSIS activator -1.5.
Screening O=C(Cn1ncc2c3ccccc3n(Cc3cccc(Cl)c3)c2c1=O)N1CCC2(CC1)OCCO2 returned GSIS activator -23.7.
Screening Nc1cc(N2CCNCC2)ccc1[N+](=O)[O-] returned GSIS activator 3.3.
For O=C(c1cc(S(=O)(=O)N2CCOCC2)ccc1F)N1CCC2(CC1)OCCO2 the results were GSIS activator 9.2.
Screening CCN(CC)CCN=Cc1c(O)n(CCC2=CCCCC2)c(=O)[nH]c1=O returned GSIS activator -5.2.
For CN(C)C(=O)OCc1n(C)cc[n+]1C the results were GSIS activator 5.2.
`OC(c1ccc(F)cc1)(c1ccc(F)cc1)[C@@H]1CCCN1` gave GSIS activator 5.9.
Screening Cc1ccc(CS(=O)(=O)CCC(=O)N2CCC3(CC2)OCCO3)cc1 returned GSIS activator -4.7.
Screening CCCCn1c(O)c(C(C)=NCCCN(CC)CC)c(=O)[nH]c1=O returned PAX8 inh HTS -1.1 and miR-122 sensor -6.7.
For Cc1oc(-c2ccccc2F)nc1CS(=O)CC(=O)N1CCC2(CC1)OCCO2 (configuration not stated) the results were PAX8 inh HTS -9.8 and miR-122 sensor -3.4.
`CCCCNC(=O)c1c(N)n(CCCOC)c2nc3ccccc3nc12` gave PAX8 inh HTS -5.6 and miR-122 sensor 81.9.
CN1CCN(c2ccc(N)cc2)CC1 was read as PAX8 inh HTS 3.8 and miR-122 sensor -5.7.
For CCOC(=O)N(C)c1ccc(C(O)(C(=O)OCC)C(F)(F)F)cc1 (configuration not stated) the results were PAX8 inh HTS 12.7 and miR-122 sensor -1.5.
For CCCCN1C(=O)/C(=C\c2ccco2)C(=O)N(CCc2ccccc2)C1=O the results were PAX8 inh HTS 14.1 and miR-122 sensor -12.7.
`CC1(C)Cc2c(sc3c2C(=O)NC(c2cccnc2)N3)CO1` (configuration not stated) gave PAX8 inh HTS -11.5 and miR-122 sensor -22.3.
Screening CCC(=Nc1ccc2c(c1)CCC2)c1c(O)n(C2CCCCC2)c(=O)[nH]c1=O returned FN deposit inh -7.6 and miR-122 sensor 9.0.
Screening CC(=O)OC1N=C(c2ccccc2)c2cc(Br)ccc2NC1=O (configuration not stated) returned FN deposit inh 8.1 and miR-122 sensor -2.8.
Screening COc1ccc(CCn2c(O)c(C=NCc3ccc4c(c3)OCO4)c(=O)[nH]c2=O)cc1OC returned FN deposit inh 3.1 and miR-122 sensor -9.4.
For O=[N+]([O-])c1ccc(C2C3C(c4ccccc4)=NC4(CCCCC4)N32)cc1 (configuration not stated) the results were FN deposit inh 1.3 and miR-122 sensor -3.5.
CCN1c2nc3c(C)cccn3c(=O)c2CC2(C(=O)N(C)C(=O)N(C)C2=O)C1C (configuration not stated) was read as FN deposit inh -3.3 and miR-122 sensor -3.7.
Screening CC(=NCc1ccco1)c1c(O)n(-c2ccccc2)c(=O)[nH]c1=O returned FN deposit inh -4.3 and miR-122 sensor -4.5.
Screening CC(C)CCC1(CN2CCCC2=O)C(=O)NC(=O)NC1=O returned FN deposit inh 1.8 and miR-122 sensor -8.2.
For CCC(=NCCCN(CC)CC)c1c(O)n(C2CCCCC2)c(=O)[nH]c1=O the results were FN deposit inh 15.5 and miR-122 sensor -4.3.
`CCN1CCN(c2ncnc3ccc(Br)cc23)CC1` gave FN deposit inh 15.1 and miR-122 sensor -6.1.
Cc1ccccc1-c1nc(CS(=O)CC(=O)N2CCC3(CC2)OCCO3)c(C)o1 (configuration not stated) was read as FN deposit inh -2.6 and miR-122 sensor -8.5.
Screening O=c1c2ccccc2nc(CN2CCOCC2)n1-c1ccccc1F returned FN deposit inh -9.2 and miR-122 sensor 2.5.
`CCC1(CC)C(=O)NC(=NCCc2c[nH]c3ccccc23)NC1=O` gave FN deposit inh -2.0 and miR-122 sensor -2.8.
Screening CC(=NCCN1CCOCC1)c1c(O)n(Cc2ccccc2)c(=O)[nH]c1=O returned FN deposit inh 6.2 and miR-122 sensor -7.4.
Screening CCCCCCN=C(C)c1c(O)n(Cc2ccccc2)c(=O)[nH]c1=O returned FN deposit inh 5.1 and miR-122 sensor -6.0.
`CC1(C)CN=C(Nc2ccccc2C(F)(F)F)S1` gave FN deposit inh -26.7 and miR-122 sensor -0.6.
Cc1cc(N)n(C2CCN(C)CC2)n1 was read as FN deposit inh 10.4 and miR-122 sensor 0.8.
O=C(c1ccco1)C12CN3CN(CN(C3)C1)C2 was read as FN deposit inh -0.6 and miR-122 sensor -0.2.
Screening CN(C)CC1CSCCC1(O)c1ccccc1Cl (configuration not stated) returned FN deposit inh -1.6 and miR-122 sensor -7.6.
For Oc1ccc(/C=N/NP(=S)(c2ccccc2)c2ccccc2)c(O)c1O the results were FN deposit inh 10.0 and miR-122 sensor 10.9.
For CCN1CCN(Cc2ccc(C)cc2C)CC1 the results were FN deposit inh 11.5 and miR-122 sensor 58.7.
O=C1C2CCCN2C(c2cccnc2)N1c1nccs1 (configuration not stated) was read as FN deposit inh -10.1 and miR-122 sensor -3.1.
Screening O=C(c1cccs1)c1cn(Cc2ccccc2Cl)c2ccccc12 returned FN deposit inh 6.3 and miR-122 sensor 32.1.
For CCCC(C)C(=O)NC1CCSC1=O (configuration not stated) the results were FN deposit inh 7.5 and miR-122 sensor -3.3.
Screening CC(=NCCC1=CCCCC1)c1c(O)n(C)c(=O)n(C)c1=O returned FN deposit inh -0.7 and miR-122 sensor 2.9.
Screening COc1ccc2c(c1)CC1(CN2C)C(=O)NC(=O)N(CCc2ccccc2)C1=O (configuration not stated) returned FN deposit inh -7.9 and miR-122 sensor 2.6.
Screening Cn1c(O)c(C(=O)c2ccccc2Cl)c(=O)n(C)c1=O returned FN deposit inh -6.3 and miR-122 sensor -2.9.
Screening C=C(C)CSc1nnc([C@@H](N)Cc2c[nH]c3ccccc23)o1 returned FN deposit inh 4.6 and miR-122 sensor -5.7.
Screening O=C(Cn1cc(C(=O)c2ccccc2F)c2ccccc21)NCc1ccco1 returned FN deposit inh 6.3 and miR-122 sensor -4.3.
For CN[C@H](C)[C@H](O)c1ccccc1 the results were FN deposit inh -3.0 and miR-122 sensor 2.3.
Screening CCC(=O)c1cn(Cc2ccccc2C#N)c2ccccc12 returned FN deposit inh -11.5 and miR-122 sensor 3.1.
Screening Cc1cccn2c(=O)c3c(nc12)N1CCC(Cc2ccccc2)CC1C1(C3)C(=O)N(C)C(=O)N(C)C1=O (configuration not stated) returned FN deposit inh 1.3 and miR-122 sensor -3.3.
`CC(=O)OC1N=C(c2ccccc2)c2cc(Br)ccc2N(C)C1=O` (configuration not stated) gave FN deposit inh -1.1 and miR-122 sensor -6.4.
Screening CCN(CC)C1=NC(=[N+](CC)CC)c2ccccc21 returned FN deposit inh 0.7 and miR-122 sensor -12.8.
`Oc1cccc(/C=N/NP(=S)(c2ccccc2)c2ccccc2)c1` gave FN deposit inh -4.8 and miR-122 sensor 52.0.
`COc1ccccc1N1CCN(Cc2c(F)cccc2Cl)CC1` gave FN deposit inh 3.4 and miR-122 sensor -1.4.
`CCC(=Nc1cc(OC)ccc1OC)c1c(O)[nH]c(=O)[nH]c1=O` gave FN deposit inh -13.1 and miR-122 sensor -4.7.
For Cc1ccc2c(c1)N(CCC(=O)N1CCC3(CC1)OCCO3)C(=O)CO2 the results were FN deposit inh -3.3 and miR-122 sensor 9.1.
CC12CN3CC(C)(CN(C1)C3c1cccs1)C2 (configuration not stated) was read as FN deposit inh 6.6 and miR-122 sensor -4.3.
`CCN1CCN(Cc2cc(Br)ccc2O)CC1` gave FN deposit inh -16.1 and miR-122 sensor 4.8.
For Fc1ccc2c(c1)nnn2C1CCN(Cc2ccccc2)CC1 the results were FN deposit inh -9.1 and miR-122 sensor 9.7.
For O=C(CCN1CCOCC1)NCC(=O)Nc1ccc(Br)cc1C(=O)c1ccccc1 the results were FN deposit inh -6.5 and miR-122 sensor -5.2.
`COc1ccc(CN2CC3CC(C2)c2cccc(=O)n2C3)cc1OC` (configuration not stated) gave FN deposit inh 9.1 and miR-122 sensor 2.8.
`CCC1CN(C)CCC1(OC(C)=O)c1ccccc1` (configuration not stated) gave FN deposit inh -0.7 and miR-122 sensor 2.8.
CN(C)C(=O)Oc1ccc2ccccc2c1Cl was read as FN deposit inh 8.4 and miR-122 sensor 2.5.
For Cc1ccc(C(c2nnnn2Cc2ccccc2)N2CC=C(c3ccc(F)cc3)CC2)cc1 (configuration not stated) the results were FN deposit inh 4.5 and miR-122 sensor -1.0.
For COc1ccc(CN2CCN(c3ccccc3F)CC2)cc1O the results were FN deposit inh -14.6 and miR-122 sensor 24.2.
For Clc1ccc2c(c1)C(c1ccccc1Cl)=NCc1nncn1-2 the results were FN deposit inh -0.7 and miR-122 sensor -3.4.
`COc1ccc(N2C(=O)CC(=O)NC2=O)cc1` gave FN deposit inh -1.2 and miR-122 sensor 235.8*.
For O=C(Nc1ccc(Cl)cc1)O/N=C(\c1ccccc1)c1ccccn1 the results were GSIS activator -22.9 and miR-122 sensor -5.2.

Sorted by number of heavy atoms (ascending): part of the list above.
CC12CN3CC(C)(CN(C1)C3c1cccs1)C2 (configuration not stated) was read as FN deposit inh 6.6 and miR-122 sensor -4.3.
For Clc1ccc2c(c1)C(c1ccccc1Cl)=NCc1nncn1-2 the results were FN deposit inh -0.7 and miR-122 sensor -3.4.
`CC(=O)OC1N=C(c2ccccc2)c2cc(Br)ccc2N(C)C1=O` (configuration not stated) gave FN deposit inh -1.1 and miR-122 sensor -6.4.
For Cc1ccc2c(c1)N(CCC(=O)N1CCC3(CC1)OCCO3)C(=O)CO2 the results were FN deposit inh -3.3 and miR-122 sensor 9.1.
For Cc1ccc(C(c2nnnn2Cc2ccccc2)N2CC=C(c3ccc(F)cc3)CC2)cc1 (configuration not stated) the results were FN deposit inh 4.5 and miR-122 sensor -1.0.
Screening Cc1cccn2c(=O)c3c(nc12)N1CCC(Cc2ccccc2)CC1C1(C3)C(=O)N(C)C(=O)N(C)C1=O (configuration not stated) returned FN deposit inh 1.3 and miR-122 sensor -3.3.

Following part
Screening NC(=O)C1(N2CCCCC2)CCN(Cc2ccccc2)CC1 returned GSIS activator -4.9 and miR-122 sensor -10.8.
For CC(=NCCCN1CCCCC1)c1c(O)n(Cc2ccccc2)c(=O)[nH]c1=O the results were GSIS activator 2.8 and miR-122 sensor -9.5.
Screening CC(C)OC(=O)c1c(N)n(Cc2ccco2)c2nc3ccccc3nc12 returned GSIS activator -5.6 and miR-122 sensor 4.5.
CN1CCC(N(C)Cc2cccnc2)CC1 was read as GSIS activator -6.4 and miR-122 sensor -3.0.
Cc1cccc(N2C(=O)NC(=O)/C(=C\c3cccn3-c3ccc(Cl)cc3)C2=O)c1 was read as GSIS activator 10.5 and miR-122 sensor 4.8.
For CN(C(=O)Oc1ccc(Cl)c2cccnc12)c1ccccc1 the results were GSIS activator 0.9 and miR-122 sensor -2.8.

Copied from the entries so far, 3 compounds:
CN1CCC(N(C)Cc2cccnc2)CC1 was read as GSIS activator -6.4 and miR-122 sensor -3.0.
Cc1cccc(N2C(=O)NC(=O)/C(=C\c3cccn3-c3ccc(Cl)cc3)C2=O)c1 was read as GSIS activator 10.5 and miR-122 sensor 4.8.
For CN(C(=O)Oc1ccc(Cl)c2cccnc12)c1ccccc1 the results were GSIS activator 0.9 and miR-122 sensor -2.8.

These rows are one share of the data (hit frequency here may not be typical).
